Screening data as filed in PubChem.
Cdc42 wt GTP: modulators of GTP binding to wildtype Cdc42, primary screen, biochemical, multiplex bead flow cytometry, Bodipy-GTP | Cell division control protein 42 homolog (Homo sapiens), P60953 | percent activity (GTP binding), % at 10 µM | AID 761, 2007 | GST-Cdc42 beads; actives lie on both sides | 190,000 tested, 0.2% active;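 active = percent activity GTP binding at least 20 points away from the 100% baseline, either down as inhibitor or up as activator; inconclusive = compound flagged as likely green fluorescent from well-wide comparison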;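 also: median bead fluorescence of bound Bodipy-FL-GTP at 100 nM; 0% = excess unlabeled GTP control and 100% = no compound control; below 100% means less GTP binding so inhibitor and above means activator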
Target sequence (P60953 whole entry, looked up): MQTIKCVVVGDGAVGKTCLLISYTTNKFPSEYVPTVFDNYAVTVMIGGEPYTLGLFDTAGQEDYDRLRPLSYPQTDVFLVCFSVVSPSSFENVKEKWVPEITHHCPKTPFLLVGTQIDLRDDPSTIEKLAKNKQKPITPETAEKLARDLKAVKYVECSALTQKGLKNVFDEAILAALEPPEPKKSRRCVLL
Rac1 wt GTP bind: wildtype Rac1 GTP binding modulators, primary screen, biochemical, GST-Rac1 beads, flow cytometry, multiplex | GTP binding activity (% of control), % at 10 µM | 190,000 tested, 0.27% active | Ras-related C3 botulinum toxin substrate 1 (Homo sapiens), P63000 | fluorescent GTP binding; actives lie on both sides; 0 = cold GTP competed, 100 = untreated;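 active = GTP binding activity at least 20 points away from the 100% control level, either lower or higher; inconclusive = compound flagged as likely green fluorescent, judged across all proteins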
HRas wt GTP bind: modulators of GTP binding to HRas wildtype, primary screen, biochemical, bead-based flow cytometry, multiplex. GTPase HRas (Homo sapiens), P01112. GST-Ras wt beads, Bodipy-FL-GTP binding; actives lie on both sides. GTP binding activity, % at 10 µM. 190,000 tested, 0.14% active;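 active = GTP binding activity at least 20% away from the 100% baseline, either lowered as inhibitor or raised as activator; inconclusive = flagged as likely green fluorescent, judged across all proteins in the well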;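 also: 0% = unlabeled GTP competition control and 100% = no-compound control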
Rac1 act GTP bind: GTP binding modulators of activated mutant Rac1, primary screen, biochemical, bead-based flow cytometry, multiplex, fluorescent GTP; GST-Rac1 activated beads; actives lie on both sides; 100% means binding = to untreated wells; percent activity (GTP binding), % at 10 µM; 190,000 tested, 0.11% active; AID 764, 2007;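 active = GTP binding at least 20 percentage points away from the 100% baseline, in either direction, so actives lie on both sides; inconclusive = Compound likely fluorescent itself, or too few beads counted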
Rab2A wt mod: modulators of GTP binding to Rab2A wildtype, primary screen, biochemical, dog, bead-based flow cytometry, multiplex. AID 760, 2007. GTP binding activity, % at 10 µM. GST-Rab2 wt beads, Bodipy-GTP binding. 190,000 tested, 0.19% active. Ras-related protein Rab-2A (Canis lupus familiaris), P61105;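 active = GTP binding activity at least 20 points away from 100%, either lowered or raised; inconclusive = signal likely due to the compound's own green fluorescence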;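 also: 0% = beads with excess unlabeled GTP and 100% = no-compound control corrected for plate trend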
Bfl-1 Bim block: inhibitors of Bim binding to Bfl-1, primary screen, biochemical, multiplexed, bead-based flow cytometry | Bcl-2-related protein A1 (Homo sapiens), Q16548 | Bim-Bfl-1 binding inhibition | inhibition, % at 10 µM | 190,000 tested, 0.12% active;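 also: 0% = wells without compound plus tracer and 100% = blocker peptide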
Bcl-2 Bim block: inhibitors of Bim-Bcl-2 binding, primary screen, biochemical, multiplexed, human Bcl-2 family. Apoptosis regulator Bcl-2 (Homo sapiens), P10415. Bead-based flow cytometry, Bim peptide-Bcl-2 binding. inhibition, % at 10 µM. 190,000 tested, 0.06% active. AID 950, 2007; in the data active = inhibition above about 40%; inconclusive = no clear call, values can overlap the other calls;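 also: 0% = no compound wells with probe peptide and 100% = reference peptide inhibitor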
Target sequence (P10415 whole entry, looked up): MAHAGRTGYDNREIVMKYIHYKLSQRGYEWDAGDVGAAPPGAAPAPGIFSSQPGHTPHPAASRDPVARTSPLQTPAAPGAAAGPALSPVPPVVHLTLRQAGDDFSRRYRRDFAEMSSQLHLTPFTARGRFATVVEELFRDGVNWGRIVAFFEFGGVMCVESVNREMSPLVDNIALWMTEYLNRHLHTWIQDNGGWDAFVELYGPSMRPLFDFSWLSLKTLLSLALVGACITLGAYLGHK
Bim-Bcl-W: inhibitors of Bim binding to Bcl-W, primary screen, biochemical, multiplexed, bead-based flow cytometry | Bim peptide-Bcl-W binding | 190,000 tested, 0.02% active | inhibition, % at 10 µM | Bcl-2-like protein 2 (Homo sapiens), Q92843;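 also: 0% = bound tracer without compound and 100% = peptide blocker; higher means less fluorescent Bim peptide bound to Bcl-W beads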
Target sequence (Q92843 whole entry, looked up): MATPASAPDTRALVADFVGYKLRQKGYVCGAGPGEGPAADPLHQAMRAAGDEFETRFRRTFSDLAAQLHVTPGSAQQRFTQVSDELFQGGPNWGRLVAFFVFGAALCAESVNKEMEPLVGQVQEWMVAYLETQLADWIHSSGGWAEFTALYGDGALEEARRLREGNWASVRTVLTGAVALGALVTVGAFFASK
Rab7 wt modul: modulators of GTP binding to Rab7, primary screen, biochemical, wildtype, multiplex bead flow cytometry. Rab7 GTPase wild type (dog), Bodipy-FL-GTP binding. GST-Rab7 beads, fluorescent GTP binding; actives lie on both sides; untreated = 100%, excess cold GTP = 0%. GTP binding activity (percent of control), % at 10 µM. 190,000 tested, 0.055% active. AID 758, 2007;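 active = fluorescent GTP binding to Rab7 beads changed by at least 20 points from the 100% baseline, either direction, mostly lower; inconclusive = compound itself probably fluorescent, or too few beads counted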;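 also: median green fluorescence of bound Bodipy-FL-GTP per Rab7 bead population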
Bim-Bcl-B: inhibitors of Bim-Bcl-B binding, primary screen, biochemical, multiplexed, human Bcl-2 family; 190,000 tested, 0.073% active; bead-based flow cytometry, Bim peptide-Bcl-B binding; Bcl-2-like protein 10 (Homo sapiens), Q9HD36; inhibition, % at 10 µM;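 also: 0% = tracer peptide without compound and 100% = reference inhibitor peptide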
Target sequence (Q9HD36 whole entry, looked up): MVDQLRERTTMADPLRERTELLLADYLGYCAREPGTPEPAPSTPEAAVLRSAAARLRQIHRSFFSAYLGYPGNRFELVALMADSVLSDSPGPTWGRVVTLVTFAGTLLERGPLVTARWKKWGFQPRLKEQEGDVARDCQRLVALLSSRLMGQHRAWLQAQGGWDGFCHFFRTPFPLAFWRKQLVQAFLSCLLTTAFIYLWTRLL
Bim-Bcl-XL: inhibitors of Bim-Bcl-XL binding, primary screen, biochemical, multiplexed, bead flow cytometry, human Bcl-XL | Bim peptide-Bcl-XL binding, fluorescence | inhibition, % at 10 µM | 190,000 tested, 0.04% active
The depositor's hits bear a star; ? = inconclusive. Rule as the data show it, unless noted: active = inhibition above about 40%.

The line under a structure holds: Cdc42 wt GTP, Rac1 wt GTP bind, HRas wt GTP bind, Rac1 act GTP bind, Rab2A wt mod, Bfl-1 Bim block, Bcl-2 Bim block, Bim-Bcl-W, Rab7 wt modul, Bim-Bcl-B, Bim-Bcl-XL
> Cc1ccc(Cn2c(=O)n(-c3ccccc3)c(=O)c3ccc(C(=O)NCc4ccco4)cc32)cc1
→ 100, 105, 99, 100, 98, 0, -1, -4, 95, -5, -4
> COc1ccc(C(=O)N[C@H]2COC(C)(C)O[C@H]2c2ccccc2)cc1
→ 102, 101, 102, 97, 102, 0, 0, 1, 102, 0, 1
> Cc1cccc(N2C(=S)N=C(Nc3c(C)cccc3C)C23CCOC(C)(C)C3)c1 (stereo not given)
→ 100, 99, 100, 97, 99, -9, -8, 1, 102, -6, 2
> c1cc(CSc2nnc(-c3ccc4c(c3)OCO4)o2)ccn1
→ 105, 104, 100, 100, 99, -1, -1, 0, 95, -1, -1
> Cc1ccccc1Nc1c(-c2ccccn2)nc2c(C)cccn12
→ 97, 101, 97, 96, 96, -2, -2, 0, 101, -5, 1
> Cc1cc(/C=N/Nc2nc(N3CCOCC3)nc(N3CCOCC3)n2)c(C)n1-c1ccccc1
→ 93, 99, 94, 94, 93, 6, 6, 3, 93, 2, 0
> CC(C)CC(C(=O)O)N1C(=O)[C@@H]2[C@H](C1=O)[C@@H]1C[C@H]2C(Br)C1Br (stereo not given in full)
→ 95, 99, 98, 97, 97, -2, -2, -3, 100, -4, -4
> CC(C)C(=O)c1cn(CC(=O)NCC2CCCO2)c2ccccc12 (stereo not given)
→ 105, 105, 103, 101, 105, 0, 1, 0, 96, -1, 1
> O=S(=O)(c1ccc2nnn(O)c2c1)N1CCCCC1
→ 95, 99, 95, 95, 97, -3, 0, -1, 100, -3, -4
> O=C(NC1CCCCC1)C(c1ccc(F)cc1)N(C(=O)Cc1ccsc1)c1ccc(F)cc1 (stereo not given)
→ 104, 103, 101, 100, 100, -2, -4, -2, 99, -1, 0
> CCN(C(=O)COC(=O)c1ccc2c(=O)n3c(nc2c1)CCC3)C1CCS(=O)(=O)C1 (stereo not given)
→ 99, 103, 98, 98, 98, -3, -3, 1, 98, 0, 0
> CCc1nc2oc3cc(OC)ccc3c(=O)c2c(=O)n1Cc1ccccc1
→ 97, 102, 96, 99, 99, -7, -6, -7, 98, -5, -13
> Cc1ccc(C23CC4CC(CC(C(=O)N5CCOCC5)(C4)C2)C3)cc1
→ 99, 104, 98, 99, 97, -16, -7, -1, 101, -8, -7
> CC(=O)c1cn(CC(=O)Nc2ccc(C)cc2)c2ccccc12
→ 102, 103, 102, 97, 100, -13, -7, -2, 106, -6, -3
> O=C(NCc1nc2ccccc2[nH]1)c1cccc(S(=O)(=O)N2CCCCC2)c1
→ 95, 91, 94, 94, 95, -3, -3, 2, 95, -3, -2
> C#CC[N+](C)(C)C(C#Cc1ccccc1)CC=C (stereo not given)
→ 104, 98, 103, 98, 100, -1, 1, -1, 102, -1, 0
> Clc1cccc(CSc2nc3ccncc3[nH]2)c1
→ 102, 108, 101, 102, 104, -9, -7, 0, 102, -8, -3
> O=C(CSc1nc(Nc2ccccc2)nc(N2CCOCC2)n1)N1CCCC1
→ 105, 107, 101, 101, 102, -8, -9, -3, 100, -3, 8
> Cc1ccccc1OCC(O)CN1CCN(c2ccccn2)CC1 (stereo not given)
→ 95, 95, 92, 97, 95, -4, -2, -3, 91, -2, -2
> O=C(Nc1ccccc1N1CCCC1)c1ccc(Br)o1
→ 100, 102, 99, 97, 97, 0, 7, -1, 99, -1, -2
> C=CCC(CC=C)(NC(=O)c1cccc(C)c1)c1ccccc1
→ 100, 105, 98, 98, 97, 0, 0, 0, 101, 0, -1
> Fc1ccc(NC(=S)NC2CC3CCC(C2)N3Cc2ccco2)cc1 (stereo not given)
→ 96, 97, 98, 93, 98, -1, -2, -4, 105, -5, -1
> CC(C)N1CCc2[nH]c(=S)[nH]c(=O)c2C1
→ 103, 100, 96, 100, 100, -6, -4, -5, 96, -10, -7
> O=S(=O)(/N=C(\c1ccccc1)N1CCOCC1)c1cccs1
→ 97, 97, 99, 96, 95, 0, 0, -1, 98, -4, -4
> O=C(N/N=C/c1ccc(O)c([N+](=O)[O-])c1)C1CC1(c1ccccc1)c1ccccc1 (stereo not given)
→ 93, 97, 95, 92, 92, -1, 0, 0, 93, 2, 0
> COc1cc(C)c2c(c1C=O)Oc1c(c(C)c(O)c3c1C(O)OC3=O)OC2=O (stereo not given)
→ 78*, 80, 81, 76*, 80, 1, 0, 3, 84, -2, 0
> NS(=O)(=O)c1ccc(CCNC(=O)c2cncc(Br)c2)cc1
→ 103, 104, 104, 99, 103, -4, -6, -6, 102, -2, 0
> CC(=NCCN1CCN(C(=S)Nc2ccccc2)CC1)C1=C(O)CC(C)(C)CC1=O
→ 105, 103, 104, 102, 106, -1, -3, -1, 99, -2, -1
> N#Cc1nc(-c2ccccc2Cl)oc1NCC1CCCO1 (stereo not given)
→ 100, 100, 102, 99, 100, -12, -8, 1, 99, -6, 0
> O=c1c2cnn(-c3ccccc3)c2nc(-c2cccs2)n1-c1cccc(Cl)c1
→ 98, 98, 95, 97, 94, 26, 17, 16, 95, 11, 25

Carrying on:
The line under a structure holds: Cdc42 wt GTP, Rac1 wt GTP bind, HRas wt GTP bind, Rac1 act GTP bind, Rab2A wt mod, Bfl-1 Bim block, Bcl-2 Bim block, Bim-Bcl-W, Rab7 wt modul, Bim-Bcl-B, Bim-Bcl-XL
> Cc1noc(C)c1COc1ccc2ccc(=O)oc2c1
→ 96, 96, 95, 93, 95, 7, 3, 6, 94, 7, 0
> COc1cccc(-c2nc(CS(=O)(=O)CC(=O)Nc3c(C)cccc3C)c(C)o2)c1
→ 98, 100, 97, 96, 97, -8, -1, -2, 95, -2, -5
> CC(=O)[C@H]1[C@H](C#N)C[C@H]2[C@@H]3CC=C4C[C@@H](O)CC[C@]4(C)[C@H]3CC[C@@]21C
→ 103, 105, 100, 102, 98, -6, -1, -2, 102, -7, -3
> Cc1nc2nc[nH]n2c(=O)c1NC(=O)CCc1ccccc1
→ 99, 99, 99, 97, 99, 0, 0, -2, 100, -5, -1
> CC1(C)CC(=O)C2=C(C1)N(c1ccc(F)cc1)C(=O)NC2(C(F)(F)F)C(F)(F)F
→ 107, 107, 104, 102, 104, -1, 0, 0, 101, 0, -2
> C=CCn1c(Cc2nc3ccccc3[nH]2)n[nH]c1=S
→ 107, 106, 101, 101, 101, 3, 3, 0, 98, 0, 0
> COc1ccc(C/C(N)=N/OC(C)=O)cc1OC
→ 101, 104, 100, 101, 100, -4, -1, -1, 102, -4, -1
> Cc1ccc(S(=O)(=O)N2CCCC(C(=O)NCc3ccccn3)C2)cc1 (stereo not given)
→ 99, 100, 99, 99, 100, 0, 0, 0, 98, 2, -1
> CCN(CC)C(=O)C1CCCN(c2ccc([N+](=O)[O-])cc2/C=N/NC(=O)c2cccc(Br)c2)C1 (stereo not given)
→ 107, 104, 107, 103, 108, 0, 0, -2, 101, 0, 0
> Cc1cccc(NC(=O)N2CCCC2C(=O)Nc2ccccc2)c1 (stereo not given)
→ ?, ?, ?, ?, ?, -3, 3, -2, ?, -2, 1
> O=S(=O)(c1ccccc1C(F)(F)F)N1CCN(S(=O)(=O)c2ccccc2C(F)(F)F)CC1
→ 95, 97, 99, 94, 96, -17, -7, 0, 100, -9, -12
> O=C1CC(C(=O)Nc2ccc(C(=O)N3CCOCC3)cc2)C2(CCCCC2)O1 (stereo not given)
→ 99, 97, 100, 94, 98, -1, -6, 0, 97, -6, -3
> Cc1ccc(-n2nnnc2-c2cnc(N3CCCC3)nc2C(F)(F)F)cc1
→ 100, 101, 98, 98, 99, -2, 0, 0, 98, 0, -2
> CC(=O)Nc1ccc(S(=O)(=O)N2CCN(Cc3ccncc3)CC2)cc1
→ 105, 110, 102, 102, 102, -12, -9, 0, 100, -9, -5
> O=c1cc[nH]c2c(C(F)(F)F)cccc12
→ 96, 96, 96, 97, 96, 0, -2, -1, 96, -3, -1
> O=C(CSc1ccc(-c2ccccn2)nn1)Nc1nccs1
→ 89, 87, 92, 92, 93, 2, 0, 0, 101, 4, -1
> CC(C)(C)NC(=O)C(c1ccco1)N(C(=O)Cn1nnc(-c2ccc(F)cc2)n1)c1ccccc1F (stereo not given)
→ 102, 108, 100, 102, 100, -10, -9, 5, 97, -7, -2
> N#C/C(=N\Nc1ccccc1F)C(=N)N1CCCCC1
→ 103, 102, 101, 98, 102, -3, 0, -7, 98, -9, -10
> CC(=O)OC1(C(F)(F)F)Oc2ccccc2NC1=O (stereo not given)
→ 101, 100, 101, 97, 100, 0, -1, 1, 102, 2, 0
> O=C1/C(=C/c2ccc(O)c([N+](=O)[O-])c2)SC(=S)N1Cc1ccccc1
→ 91, 94, 96, 94, 96, -4, -8, -1, 98, -6, -1
> O=c1c2c3nc4ccccc4nc3n(CC3CCCO3)c2ncn1CCc1ccccc1 (stereo not given)
→ 102, 104, 100, 99, 99, -9, -6, 0, 101, -6, -4
> O=C(Nc1nnc(CCS(=O)(=O)c2ccc3ccccc3c2)s1)c1ccc([N+](=O)[O-])cc1
→ 104, 108, 100, 102, 101, 0, 3, -1, 103, -3, -3
> Cn1c(SCC(=O)NC2CCCC2)nnc1-c1ccncc1
→ 92, 96, 96, 94, 97, -9, 0, 1, 99, 0, 2
> Fc1ccc(COc2ccccc2C(=S)N2CCCC2)cc1
→ 102, 104, 99, 100, 98, 4, -1, 0, 98, -11, 0
